# Screening data (PubChem BioAssay)
# A549 tox: Nrf2 qHTS screen for inhibitors: counterscreen for cytotoxicity; A549 ARE-Fluc cells, CellTiter-Fluor viability, 18-24 h; Potency, µM (series often up to 46 µM), inactives show at the top dose activity change, negative = cytotoxicity, usual class: inhibitors; 0.16% of 390,000 active; further: potency means the concentration at half of the fitted maximal effect; on the % scale 0 is the no-effect control and ±100 the full control effect
#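 Cytotoxicity counterscreen: CellTiter-Fluor fluorescence was measured in A549 ARE_Fluc cells after 18-24 h of compound exposure in a concentration series. The subsequent BugLite luminescent read reports ARE-luciferase activity.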
# EPAC2 antagonist: qHTS for Antagonist of cAMP-regulated guanine nucleotide exchange factor 2 (EPAC2): primary screen; 0.18% of 360,000 active; Rap guanine nucleotide exchange factor 4 (Homo sapiens), Q8WZA2; EPAC2 GEF exchange of Rap1B-BODIPY-GDP, fluorescence; Potency, µM (doses to about 114 µM), for inactives: top-dose activity, negative = inhibition, actives largely listed as inhibitors; AID 720708, 2013; further: potency means the concentration at half of the fitted maximal effect; on the % scale 0 is the no-effect control and ±100 the full control effect; nearly all actives have a fitted effect of over 45% in size; many of its hits are not listed in these tables
# Target sequence (Q8WZA2 whole entry, looked up): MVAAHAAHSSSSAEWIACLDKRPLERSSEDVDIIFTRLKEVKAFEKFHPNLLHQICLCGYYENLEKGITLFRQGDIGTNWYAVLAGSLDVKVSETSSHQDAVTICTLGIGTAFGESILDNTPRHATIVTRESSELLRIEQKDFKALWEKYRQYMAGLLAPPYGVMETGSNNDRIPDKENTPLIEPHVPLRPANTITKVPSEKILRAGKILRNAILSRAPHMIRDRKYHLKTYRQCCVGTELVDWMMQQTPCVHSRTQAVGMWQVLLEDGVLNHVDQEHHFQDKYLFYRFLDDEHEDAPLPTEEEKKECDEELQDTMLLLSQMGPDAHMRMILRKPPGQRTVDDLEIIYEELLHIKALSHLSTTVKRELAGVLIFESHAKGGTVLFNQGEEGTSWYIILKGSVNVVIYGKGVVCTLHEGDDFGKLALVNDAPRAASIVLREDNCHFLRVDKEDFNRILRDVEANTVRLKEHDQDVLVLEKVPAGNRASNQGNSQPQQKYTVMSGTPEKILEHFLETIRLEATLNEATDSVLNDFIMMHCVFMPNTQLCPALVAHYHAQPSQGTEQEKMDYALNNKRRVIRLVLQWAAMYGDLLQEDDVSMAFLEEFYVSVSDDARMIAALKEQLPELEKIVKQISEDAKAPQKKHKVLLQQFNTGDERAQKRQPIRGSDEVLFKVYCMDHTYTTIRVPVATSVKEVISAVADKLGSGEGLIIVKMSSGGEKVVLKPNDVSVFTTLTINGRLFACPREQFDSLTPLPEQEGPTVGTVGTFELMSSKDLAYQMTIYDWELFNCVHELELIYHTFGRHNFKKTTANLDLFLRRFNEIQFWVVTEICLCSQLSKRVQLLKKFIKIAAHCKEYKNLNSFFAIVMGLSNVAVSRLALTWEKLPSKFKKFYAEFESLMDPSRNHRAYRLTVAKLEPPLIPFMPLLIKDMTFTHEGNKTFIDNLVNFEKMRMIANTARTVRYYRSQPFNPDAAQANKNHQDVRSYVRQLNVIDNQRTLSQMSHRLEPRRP
# TGFb SMAD3 inh: qHTS for Inhibitors of TGF-b. HepG2 CAGA-GFP TGF-b/SMAD3 reporter, GFP fluorescence, 18 h; TGF-beta stimulated, 500 pg/mL final. Potency, µM (titrated, usually from 46.1 µM), without a hit: at the top dose activity, negative = inhibition, actives largely listed as inhibitors. 1.2% of 410,000 active. AID 588855, 2011; further: potency means the concentration at half of the fitted maximal effect; on the % scale 0 is the no-effect control and ±100 the full control effect; nearly all actives have a fitted effect of over 65% in size
#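 Inhibition of TGF-beta-driven CAGA-GFP reporter expression in HEPG2 cells is measured by cellular GFP fluorescence after 18 h stimulation with 500 pg/mL recombinant TGF-beta in 1% FBS medium at 37 degrees C.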
# Nrf2 ARE act: qHTS of Nrf2 Activators; AREc32 ARE-luciferase reporter (MCF7-derived line), luminescence, 24 h; Potency, µM (titrated, usually from 46.1 µM), for the others: top-dose activation, most hits filed as activators; 0.31% of 410,000 active; AID 624171, 2012; further: potency means the concentration at half of the fitted maximal effect; % of control where 0% means no effect; nearly all actives have a fitted effect of over 65% in size
#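 For detection, Steady-Glo was added and plates sat 30 min at RT; before that, AREc32_Fluc cells grown overnight in OPTI-MEM/5% FBS had been treated with 23 nL compound for 24 hr at 37 deg C.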
# Nrf2 block: Nrf2 qHTS screen for inhibitors; 2.1% of 360,000 active; Potency, µM (doses to about 46 µM), for the others: at the top dose activity change, negative = inhibition, actives largely listed as inhibitors; A549 ARE-Fluc reporter, luciferase luminescence, 18-24 h; further: potency means the concentration at half of the fitted maximal effect; on the % scale 0 is the no-effect control and ±100 the full control effect; nearly all actives have a fitted effect of over 60% in size
#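 Nrf2 function is reported as luminescence of an ARE-controlled luciferase in A549 cells. Compounds were tested at several concentrations, and a CellTiter-Fluor read on the same wells flagged cytotoxicity.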
# EPAC2 agonist: qHTS for Agonist of cAMP-regulated guanine nucleotide exchange factor 4 (EPAC2): primary screen. EPAC2 activation, biochemical qHTS; response scale: 100% = 6.5 mM cAMP response. 0.079% of 360,000 active. Potency, µM (top dose mostly 154 µM), inactives show at the top dose activation, most hits filed as activators. AID 720711, 2013; further: potency means the concentration at half of the fitted maximal effect; nearly all actives have a fitted effect of over 50% in size
#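 Setup: EPAC2 100 nM, labeled Rap1B complex 250 nM, free GDP 50 uM. Compound titrations pinned in, brief spin, 5 min room temperature incubation. Kinetic fluorescence read over 30 min, normalized to 6.5 mM cAMP.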
# CCT chaperon mod: High-Throughput Screening for Modulators of Cytosolic Chaperonin Activity. purified chaperonin ATPase assay, HTRF ADP detection, 30 min. activity change, % (concentration not given with the values), hits read low. 0.3% of 360,000 active; in the data active means activity change below about -30%; further: on the % scale 0 is the no-effect control and ±100 the full control effect
#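 ATPase activity: ADP formed was measured by HTRF Transcreener (665/615 nm ratio) after 30 min at 37 deg C with 10 uM ATP. Compounds screened at one 76 uM concentration against 40 or 20 nM TRiC in Tris pH 7.4/KCl/MgCl2/DTT buffer.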
# Akt phos inh: HTS Assay for Inhibitors of Akt Phophorylation: Primary Screen; Neuro2A IGF-stimulated pAkt S473 HTRF, 20 min; stronger effect = lower value; activity change, % for hits at 50 µM; 0.32% of 360,000 active; AID 651550, 2012; in the data active means activity change below about -80%; inconclusive means mostly about -51% to -80%; further: on the % scale 0 is the no-effect control and ±100 the full control effect
#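 Neuro2A cells in DMEM with 0.5% FBS, overnight at 37 deg C, given compound at single 50 µM final, then IGF (6 nM final) for 20 min at 37 deg C. Lysed; phospho-Akt Ser473 by HTRF after 24 h, 665/615 ratio.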
# Mm-Cpn inhibitor: Inhibitors of TCP-1 ring complex (TRiC) of Methanococcus maripaludis (MmCpn): qHTS | purified Mm-Cpn ATPase, ADP Transcreener TR-FRET | AID 504842, 2011 | 0.031% of 330,000 active | Potency, µM (titrated, usually from 76.9 µM), without a hit: top-dose activity, negative = inhibition, usual class: inhibitors; further: potency means the concentration at half of the fitted maximal effect; on the % scale 0 is the no-effect control and ±100 the full control effect; nearly all actives have a fitted effect of over 80% in size
#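 Reaction buffer contained 30 mM Tris pH 7.4, 100 mM KCl, 5 mM MgCl2 and 1 mM DTT. Mm-CPN (25 nM final) hydrolysed 10 uM ATP over 30 min at 37°C; ADP was read by HTRF.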
# An asterisk follows results filed as active; i = inactive; ? = inconclusive; · = not tested or not shown; [ ] = another dose, or the depositor's remark. Unless noted, the call rests on the fitted dose curve; in most records, active means well fitted curve in the direction sought with a large enough effect; inconclusive means small, poorly fitted or top-dose-only effect, or another doubt; inactive means no such curve, though single readings can be large; an effect the other way counts as inactive or inconclusive. This is a subset, so the mix of outcomes need not match the whole.
no.	compound	Nrf2 ARE act	TGFb SMAD3 inh	CCT chaperon mod	Mm-Cpn inhibitor	A549 tox
1	CCOc1ccc(OCC)c(NC(=O)CCCN2C(=S)NC(C)(C)CC2C)c1 (centres undefined)	-2.0%	-24%	-7.0	0%	0%
2	O=C(c1ccco1)N1C(=O)c2cccc3cccc1c23	6.4%	-6%	2.6	-8%	0%
3	COc1cc(OC)cc(C(=O)NNC(=O)c2ccc(S(=O)(=O)N(C)c3ccccc3OC)cc2)c1	-0.6%	21%	-3.8	-1%	0%
4	COc1ccc(OC)c(/C=N/NC2=NS(=O)(=O)c3ccccc32)c1	0.4%	4%	-2.3	1%	-1%
5	COc1ccc(NC(=S)NC(=O)c2ccc3c(c2)OCCO3)cc1	-0.1%	-13%	-1.1	-3%	-8%
6	COc1cccc(CC2(CO)CCCN(Cc3ccc(C)s3)C2)c1 (centres undefined)	1.8%	-13%	0.7	2%	11%
7	CN(C)c1nc(-c2ccccc2)ns1	3.2%	0%	2.2	-4%	-2%
8	CC1(C)Cc2nc3oc4c(=O)n(CC(=O)Nc5ccc(Cl)cc5)cnc4c3cc2CO1	0.4%	1%	0.7	-2%	-3%
9	COc1ccc(CNC(=O)Nc2cccc(C)c2)cc1	0.4%	7%	2.2	1%	4%
10	O=C(CNC(=O)C1(c2ccccc2)CC1)Nc1ccc(F)c(F)c1	-0.5%	-6%	0.5	3%	-4%
11	NC(=O)COC(=O)c1ccc(S(=O)(=O)N2CCCCCC2)cc1	-0.5%	-26%	-4.4	1%	-8%
12	Cc1ccc(S(=O)(=O)N2[C@@H](c3cccc(Cl)c3)C(C(=O)OC(C)(C)C)=CC[C@H]2c2cccc(Cl)c2)cc1	-1.4%	1%	0.8	·	·

no.	Akt phos inh	EPAC2 antagonist	Nrf2 block	EPAC2 agonist
1	i	6%	-9%	14%
2	i	4%	2%	-3%
3	i	-12%	-14%	15%
4	i	-5%	7%	2%
5	i	-10%	18%	7%
6	i	-15%	-6%	20%
7	i	-5%	?	1%
8	i	-2%	1%	-5%
9	i	-1%	?	0%
10	i	10%	-2%	-7%
11	i	4%[57.1 µM]	-11%	-8%
12	i	11%	·	0%

# A second format for 3 compounds above.
(10) O=C(CNC(=O)C1(c2ccccc2)CC1)Nc1ccc(F)c(F)c1
(11) NC(=O)COC(=O)c1ccc(S(=O)(=O)N2CCCCCC2)cc1
(12) Cc1ccc(S(=O)(=O)N2[C@@H](c3cccc(Cl)c3)C(C(=O)OC(C)(C)C)=CC[C@H]2c2cccc(Cl)c2)cc1
screen / no.,10,11,12
Nrf2 ARE act,-0.5%,-0.5%,-1.4%
TGFb SMAD3 inh,-6%,-26%,1%
CCT chaperon mod,0.5,-4.4,0.8
Mm-Cpn inhibitor,3%,1%,·
A549 tox,-4%,-8%,·
Akt phos inh,i,i,i
EPAC2 antagonist,10%,4%[57.1 µM],11%
Nrf2 block,-2%,-11%,·
EPAC2 agonist,-7%,-8%,0%

# Continuation.
no.	compound	Nrf2 ARE act	TGFb SMAD3 inh	CCT chaperon mod	Mm-Cpn inhibitor	A549 tox
13	CCOC(=O)N=S(N)(=O)c1ccc(Cl)cc1 (centres undefined)	-0.5%	0%	-0.9	1%	-1%
14	Cc1cc(S(=O)(=O)Nc2ccc(C(=O)NCCCN3CCOCC3)cc2)ccc1F	0.3%	-3%	0.9	-2%	-3%
15	CCCc1cc(=O)oc2cc(OCc3cccc(OC)c3)c(Cl)cc12	-0.6%	3%	-1.4	-1%	2%
16	CCOc1ncccc1C(=O)OCc1ccc(C#N)cc1	0.6%	-1%	-2.2	0%	-1%
17	COc1cc(OC)cc(-c2c(C#Cc3ccsc3)c3cc(-c4ccc(OC)cc4F)ccc3n2C)c1	-1.1%	-6%	-1.8	-13%	5%
18	COc1ccc(NC(=O)CCc2nnc3ccc(N4CCC(C)CC4)nn23)cc1	-0.1%	0%	-0.8	-1%	0%
19	c1ccc(-n2cnnc2SCc2cn3cccnc3n2)cc1	-0.1%	9%	2.3	-7%	8%
20	CCc1ccccc1Nc1nn2c(=O)c3ccc(C(=O)NCCCOC(C)C)cc3nc2s1	-0.8%	0%	·	1%	5%
21	COc1ccc(NC(=O)CSc2nncn3c2cc2occc23)c(OC)c1	?	-28%	·	·	2%
22	CCOC(=O)C1CCN(C(=O)CNC(=O)c2nn(-c3ccc(OC)c(OC)c3)c(=O)c3ccccc23)CC1	0.3%	6%	0.3	-1%	4%
23	O=C(O)c1ccc2cccnc2c1O	-0.4%	9%	-2.2	8%	-3%
24	CC(=O)Nc1ccccc1/C=C/c1ccc2c(C)ccc(O)c2n1	14%	-13%	-0.7	0%	5%

no.	Akt phos inh	EPAC2 antagonist	Nrf2 block	EPAC2 agonist
13	i	4%	1%	4%
14	i	-3%	4%	12%
15	i	2%	-22%	-1%
16	i	3%	-2%	4%
17	i	3%	-10%	-3%
18	i	3%	3%	-7%
19	i	16%	23%	3%
20	·	·	·	·
21	·	·	11%	·
22	i	-8%	?	3%
23	i	1%	-5%	8%
24	i	-6%	2%	-2%

# Rewritten in transposed form: 2 of the compounds above.
[17] COc1cc(OC)cc(-c2c(C#Cc3ccsc3)c3cc(-c4ccc(OC)cc4F)ccc3n2C)c1
[18] COc1ccc(NC(=O)CCc2nnc3ccc(N4CCC(C)CC4)nn23)cc1
screen / no.	17	18
Nrf2 ARE act	-1.1%	-0.1%
TGFb SMAD3 inh	-6%	0%
CCT chaperon mod	-1.8	-0.8
Mm-Cpn inhibitor	-13%	-1%
A549 tox	5%	0%
Akt phos inh	i	i
EPAC2 antagonist	3%	3%
Nrf2 block	-10%	3%
EPAC2 agonist	-3%	-7%

# Further records follow:
no.	compound	Nrf2 ARE act	TGFb SMAD3 inh	CCT chaperon mod	Mm-Cpn inhibitor	A549 tox
25	CC(=O)Nc1ccc(Nc2ccc3cc(S(=O)(=O)N4CCCCC4)ccc3n2)cc1	3.3%	-9%	·	·	-22%
26	COc1cc2c(cc1OC)C(C)N(CC(=O)Nc1ccc(S(=O)(=O)N3CCCC3)cc1)CC2 (centres undefined)	0.0%	-15%	0.2	0%	0%
27	O=C1/C(=C/c2ccncc2)SC(=S)N1Nc1ccccc1	?	?	-5.1	2%	0%
28	O=C(O)c1cc(S(=O)(=O)N2CCCCC2)sc1Cl	-1.1%	17%	-1.8	1%	9%
29	CC(OC(=O)CN1C(=O)c2ccccc2C1=O)C(=O)NC1CCCCC1 (centres undefined)	-1.0%	-5%	0.2	-1%	7%
30	Cc1cc(C)c(N(C(=O)Cn2nnc3ccccc32)C(C(=O)NC(C)(C)C)c2ccsc2)c(C)c1 (centres undefined)	-0.1%	?	0.9	0%	-1%
31	Cc1ccc(NC(=O)C(C)OC(=O)c2nc(Cl)ccc2Cl)cc1S(=O)(=O)N1CCOCC1 (centres undefined)	0.0%	3%	0.3	·	1%
32	CC(C)NC(=O)Cn1c(SCC(=O)c2ccc(F)cc2)nc2ccccc21	-0.9%	5%	0.4	-1%	-10%
33	COc1cccc(NC(=O)c2cc3c(-c4ccc(Cl)cc4)nn(C)c3s2)c1	?	-8%	·	·	24%
34	O=S(=O)(c1cccs1)N1CCC(CO)(Cc2ccc(Cl)cc2)CC1	-0.6%	-20%	-2.2	-1%	-1%
35	O=C(NCCCCc1ccccc1)c1nn(-c2ccccc2F)nc1CO	0.1%	0%	·	·	5%
36	O=C(COc1ccc(S(=O)(=O)N2CCCC2)cc1)N1CCCCC1	0.0%	10%	0.5	1%	-9%

no.	Akt phos inh	EPAC2 antagonist	Nrf2 block	EPAC2 agonist
25	·	·	?	·
26	i	-10%	?	3%
27	i	1%	-10%	12%
28	i	7%	0%	5%
29	i	0%	3%	13%
30	i	-14%	?	-15%
31	i	-6%	-6%	9%
32	i	6%	15%	-2%
33	·	·	-17%	·
34	i	-16%	-18%	6%
35	·	·	?	·
36	i	1%	5%	3%

# (list continues)
no.	compound	Nrf2 ARE act	TGFb SMAD3 inh	CCT chaperon mod	Mm-Cpn inhibitor	A549 tox
37	CC(c1ccccc1)N1C(=O)c2ccc(C(=O)NCc3ccco3)cc2C1=O (centres undefined)	19%	-11%	-1.7	-2%	0%
38	Cc1cccc(C)c1-n1nnnc1C(C)(C)N1CCN(N=O)CC1	-0.6%	1%	-1.6	-1%	-2%
39	Cc1c(C)n2c(SCC(=O)NC3CCCC3)nnc2[nH]c1=O	0.2%	-13%	-1.1	0%	1%
40	COc1ccc(-c2csc(NC(=S)NC(=O)c3cc4ccccc4o3)n2)cc1Br	0.0%	0%	-2.5	-1%	0%
41	Cc1ccc(S(=O)(=O)NN=Cc2c(O)ccc3ccccc23)cc1	8.6%	-10%	-2.1	·	·
42	C#CCNC(=O)C1=C[C@@H](c2ccccc2)C[C@@H](OCc2ccc(CO)cc2)O1	-0.9%	1%	2.8	·	-8%
43	CC(C)CC1(C2CCCC2)NC(=O)NC1=O (centres undefined)	-0.3%	2%	0.6	·	1%
44	CCc1cc(=O)oc2cc(OCC(=O)N(CC)CC)c(Cl)cc12	-0.4%	-1%	0.4	-2%	0%

no.	Akt phos inh	EPAC2 antagonist	Nrf2 block	EPAC2 agonist
37	i	-4%	29%	16%
38	i	-2%	-5%	8%
39	i	8%	-3%	0%
40	i	5%	-5%	8%
41	i	8%	·	2%
42	i	0%	-9%	10%
43	i	-6%	1%	5%
44	i	-4%	?	-1%
